Screening data: PubChem BioAssay, Fisher Drug Discovery Resource Center
NPYLR7 ag: activates Aedes aegypti NPYLR7 receptor; HEK293T NPYLR7/Galpha15, GCaMP6s calcium fluorescence; activation, % at 10 µM; 270,000 compounds, 0.15% hits; AID 1259423; in the data active = activation above about 40%;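 also: 0% = vehicle and 100% = reference agonist at the receptor; some compounds past the cut are filed as inactive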
mcGAS inh: blocks mouse cGAS activity; Q8C6L5; recombinant cGAS, Kinase-Glo ATP depletion luminescence; inhibition, % at 12.5 µM; 160,000 compounds, 0.15% hits; AID 1259399;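 also: 0% = negative control wells and 100% = reference inhibitor with no enzyme activity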
hcGAS lum: human cGAS inhibition; Q8N884; recombinant h-cGAS, ATP depletion, Kinase-Glo luminescence; inhibition, % at 12.5 µM; 290,000 compounds, 0.081% hits; AID 1259398;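 also: 0% = vehicle reaction and 100% = reaction without DNA for no activity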
Target sequence (Q8N884 whole entry, looked up): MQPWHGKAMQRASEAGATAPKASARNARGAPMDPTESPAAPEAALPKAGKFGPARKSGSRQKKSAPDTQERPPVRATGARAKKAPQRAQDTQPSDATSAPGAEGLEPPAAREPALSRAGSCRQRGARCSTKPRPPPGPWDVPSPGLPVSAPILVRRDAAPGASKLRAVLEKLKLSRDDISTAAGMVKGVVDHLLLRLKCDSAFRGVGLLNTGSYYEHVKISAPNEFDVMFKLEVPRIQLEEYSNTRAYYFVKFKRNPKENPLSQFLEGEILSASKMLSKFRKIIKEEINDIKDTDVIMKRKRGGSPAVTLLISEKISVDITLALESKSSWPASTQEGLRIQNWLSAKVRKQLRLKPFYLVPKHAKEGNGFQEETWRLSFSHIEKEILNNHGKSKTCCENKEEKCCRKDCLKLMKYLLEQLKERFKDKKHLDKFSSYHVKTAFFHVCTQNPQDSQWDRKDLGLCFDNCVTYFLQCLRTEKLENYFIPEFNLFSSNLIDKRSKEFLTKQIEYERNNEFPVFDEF
Numbers without * were called inactive; / = no result given; & = joins results of further samples. Rule as the data show it, unless noted: active = inhibition above about 40%; inactive = the rest.

Below each SMILES: NPYLR7 ag, mcGAS inh, hcGAS lum
CC(C)(C)OC(=O)C#Cc1ccc(Br)cc1
 : 13, /, 0
Nc1ccc(C(=O)c2ccccc2)cc1[N+](=O)[O-]
 : -3, /, 7
COc1ccc(C2CC(=O)C3C(=Nc4ccccc4NC3c3coc4ccccc4c3=O)C2)cc1 (configuration not stated)
 : -9, -5, -3
CC(C)c1cc(C(=O)N2CCC(O)(CO)CC2)cs1
 : 5, /, -8
N#CCn1c(CN2CCC3CCCCC3C2)nc2scc(-c3ccccc3)c2c1=O (configuration not stated)
 : 5, /, -5
CC(NC(=O)C1(c2ccc(Br)cc2)CC1)c1cccs1 (configuration not stated)
 : 1, -17, -5
COc1ccc(C(=O)N2CCCC(Nc3ccc(C(C)C)cc3)C2)cc1F (configuration not stated)
 : 5, /, -6
COCCOCc1cccc(Br)c1
 : 2, /, -8
CCOC(=O)[C@H]1C[C@]2(CCCCN(CCOC)C2=O)N(C(=O)c2ccco2)[C@H]1c1ccccc1
 : 0, -5, -5
Cc1cccc2c(=O)n(CCC(=O)NC3COc4ccccc4C3)cnc12 (configuration not stated)
 : 2, /, -4
Cc1nc(CN(CCC#N)Cc2ccco2)nc2ccccc12
 : 2, /, 2
Cc1cc(N(CCC#N)C(=O)CN2C(=O)c3ccccc3S2(=O)=O)ccc1Cl
 : 5, /, -5
CCCc1nn(-c2ccc(F)cc2)c(CC)c1C(=O)N(C)Cc1ccccc1
 : /, -9, -4
COc1ccc(CCN(C)c2cc(Cl)nc(SCC(=O)NC(Cc3ccccc3)c3ccccc3)n2)cc1OC (configuration not stated)
 : -6, -4, -8
Fc1cccc(-c2[nH]ncc2-c2nnnn2-c2ccc(Cl)cc2)c1
 : 6, /, -3
O=c1cc(C(F)(F)F)oc2ccc(Cl)cc12
 : 1, -8, -5
O=S(=O)(NC1CC2CCC1C2)c1ccc(Cl)cc1 (configuration not stated)
 : 1, /, 3
Cn1cc(CN2CCCC(CNC(=O)C3(c4ccc(Cl)cc4)CC3)C2)cn1 (configuration not stated)
 : -5, /, -1
Cc1cc(Cl)cc2c3c([nH]c12)CCC(NC(=O)C1(c2ccccc2)CC1)C3 (configuration not stated)
 : 23, -6, -5
CCN(CC)C(=O)Cn1nc(CC2CCNCC2)n(CC)c1=O
 : /, -6, -11
CN(C)c1ccc(C2=NOC(CN(Cc3cccc(Cl)c3)C(=O)c3cccc(F)c3)C2)cc1 (configuration not stated)
 : 19, -8, -6
CCOC(=O)CC1C(=O)NCCN1C(=O)CSc1ccc(C(F)(F)F)cn1 (configuration not stated)
 : -7, -5, -2
OCCC1CN(Cc2cc3ccccc3o2)CCN1CCc1ccccc1 (configuration not stated)
 : 7, -10, -6
FC(F)(F)C1CN(c2nc(-c3ccccc3)cs2)CCO1 (configuration not stated)
 : 3, -16, -13
Cc1nc(C2CC2)nc(Sc2ccc(Br)cc2)c1F
 : 8, /, -3
CCSCCNC(=O)c1cc(N2CCCC(C)C2)nc2ccccc12 (configuration not stated)
 : 13, -2, -4
Cn1cnnc1CCC(=O)N1C[C@]2(C)C[C@H]1CC(C)(C)C2
 : /, -4, -9
CSCCC1NC(=O)N(Cc2c(C)noc2C)C1=O (configuration not stated)
 : 4, /, -4
CCOC(=O)C1CCCN(C(=O)c2nn(-c3ccc(Cl)cc3)c(=O)n(C(C)c3ccccc3)c2=O)C1 (configuration not stated)
 : 12, -4, -8
COc1ccc(C(=O)NC2CCN(c3ccccc3C(=O)N3CCc4ccccc4C3)CC2)cc1
 : 0, -5, -7
CN1[C@H]2CC[C@@H]1CN(C(=O)Cn1cc3ccccc3n1)CC2
 : 1, /, -2
Cc1cc(C)n(CCNc2ncnc3sc(C)c(C)c23)c(=O)n1
 : 3, -16, -7
CC(N)=C(C#N)C(=O)COC(=O)c1cc2c(s1)CCC(C)C2 (configuration not stated)
 : 0, /, -6
CN1C(=O)CC[C@]2(C(=O)NCC3CCCCC3)CCCC[C@@H]12
 : /, -6, -14
CCc1[nH]n(-c2ccc(Cl)c(Cl)c2)c(=O)c1C1=C([n+]2ccc(C)cc2)C(=O)N(C(C)C)C1=O
 : -8, -15, -20
FC(F)(F)C1CN(Cc2nnc(C3CC3)o2)CCO1 (configuration not stated)
 : 9, -14, -11
CCN(CC)CCn1c2c(c(SCC(=O)Nc3ccccc3C)nc1=O)CCC2
 : -2, -8, 3
Cc1cc(NC(=O)CN2CCN(c3ccccc3Cl)CC2)no1
 : 7, /, -7
CCCN(CC1CC(c2ccc(F)cc2)=NO1)C(=O)NCC (configuration not stated)
 : -2, -5, -5
Cc1oc(-c2ccccc2Cl)nc1CN1CCN(c2nc3ccccc3s2)CC1
 : -9, 1, 3
COc1ccccc1C(C)N(c1cccc(C)c1)S(=O)(=O)c1ccc([N+](=O)[O-])cc1 (configuration not stated)
 : /, 0, 1
CS(=O)(=O)NCCC(=O)Nc1ccccc1N1CCc2ccccc21
 : -6, /, -13
CC(=O)Nc1ccc(Cl)c(C(=O)N2CC[C@@H]3CC[C@H](C2)N3C)c1
 : 1, -13, -3
COC(=O)N1CCN2C[C@@H](CO)[C@H](c3ccccc3)[C@H]2C1
 : -5, 5, 13
CC12CCC3(C)OCC(COC(=O)Nc4ccccc4)(CO1)N23 (configuration not stated)
 : 42, -8, -3
C=CCN(Cc1ccccn1)Cc1cn[nH]c1-c1ccc(F)cc1
 : 8, -22, -9
CC(=O)N(Cc1ccccc1)c1c(N)nc(N)[nH]c1=O
 : 6, /, 1
CCCc1nn(-c2ccc([N+](=O)[O-])cc2)c(C)c1C(=O)NCCN(C)C
 : -4, -4, -5
CCC(C)c1cc(-c2cc(N)n[nH]2)ccc1OCc1ccccc1 (configuration not stated)
 : -3, /, -5
O=C(c1cccs1)N(Cc1ccccc1Cl)CC1CC(c2ccccc2Cl)=NO1 (configuration not stated)
 : 3, -5, -3
CCN1CCCC1CN(CC1CCN(CCOC)CC1)C(=O)c1ccc(Cl)c(F)c1 (configuration not stated)
 : 7, /, -7
COc1ccccc1CNC(=O)C(C)N1CCN(C2CCSC2)CC1 (configuration not stated)
 : 6, /, -6
CCc1nc2ccc(C(=O)N3CCNC(=O)C3)cn2c1N(C=O)Cc1ccc(OC)cc1
 : 24, -3, -6
O=C(CN1CCCCC1)C12CC3CC(CC(C3)C1)C2
 : -5, /, 3
CCc1ccc(OCCN(C)C(=O)c2ncccc2C)cc1
 : 6, -11, -4
C#CCN(Cc1ccc(F)cc1)C(=O)C1CCCN(C(=O)N(C)C)C1 (configuration not stated)
 : -3, -20, -3
COc1cccc(CN2CCC2(C)C(=O)Nc2cccc(Oc3ccccc3)c2)c1OC (configuration not stated)
 : -2, /, -5
COc1ccc(N2C(=O)/C(=C\C3CCCN3C(=O)OC(C)(C)C)N(C)C2=S)cc1 (configuration not stated)
 : 19, -6, -1
O=[N+]([O-])c1cc2c(cc1C=NNc1ncc(Cl)cc1Cl)OCO2
 : 0, -4, -4
COc1ccc(Cl)cc1NC(=O)CCC1CCCN(Cc2ccc(C)s2)C1 (configuration not stated)
 : 7, -11, -10

4 structures out of the list, arranged by heavy-atom count, rising.
Below each SMILES: NPYLR7 ag, mcGAS inh, hcGAS lum
FC(F)(F)C1CN(Cc2nnc(C3CC3)o2)CCO1 (configuration not stated)
 : 9, -14, -11
CN1C(=O)CC[C@]2(C(=O)NCC3CCCCC3)CCCC[C@@H]12
 : /, -6, -14
COc1ccc(Cl)cc1NC(=O)CCC1CCCN(Cc2ccc(C)s2)C1 (configuration not stated)
 : 7, -11, -10
Cc1oc(-c2ccccc2Cl)nc1CN1CCN(c2nc3ccccc3s2)CC1
 : -9, 1, 3

Following part.
Below each SMILES: NPYLR7 ag, mcGAS inh, hcGAS lum
CCOC(=O)c1c(C)c(C(=O)CN(C(=O)NCc2ccccc2)C2CC2)c(C)n1CC
 : -11, -4, -7
Cc1ccc2c(c1)cc(CN1CCC(CNC(=O)CC3CC3)C1)n2C (configuration not stated)
 : 0, -20, -4
CN(c1c([N+](=O)[O-])ncn1C)C1CCCCC1
 : -2, /, 4
Cc1cc(N2CCN(c3ncnc4c3CCNC4)CC2)n2ncnc2n1
 : -3, 0, -1
CCOc1ccc(-n2nnc(C(=O)OCc3nc(-c4ccc(C)cc4)oc3C)c2C)cc1
 : -9, 1, 2
O=C(C1CCC1)N(Cc1ccco1)Cc1nccn1Cc1ccccc1
 : -10, 0, 1
COC(=O)C1Cc2ccccc2N1C(=O)CC1C=CS(=O)(=O)C1 (configuration not stated)
 : 14, /, -10
CCn1ncc2c1NCNc1c(cnn1CC)C2
 : -9, -14, -6
O=C1CC(Cc2ccc(C(=O)NCc3ccsc3)cc2)C(=O)N1 (configuration not stated)
 : 3, /, -8
COC(C)(C)Cn1ccnc1-c1cnc(-c2ccccn2)nc1
 : -1, -8, -5
O=c1[nH]c(=O)n(-c2ccccc2)c2c1C(C(F)(F)F)(C(F)(F)F)N=C(c1ccncc1)N2
 : -2, -5, -10
CC(=O)NCC1CN(C(=O)COc2ccc(CC#N)cc2)CCO1 (configuration not stated)
 : 1, /, 6
CCCSc1ncc(CN2CCN(C)C(=O)C2C)cn1 (configuration not stated)
 : -4, /, -14
CC1CCN(C(=O)C(C2CCCC2)N2CCN(C(=O)C3CCC3)CC2)CC1 (configuration not stated)
 : -8, -7, -8
CN(Cc1cnn(-c2ccccc2)c1)c1cc(CCN)ncn1
 : 5, -9, -5
CN=c1scc(-c2cc(C)n(-c3ccc(S(N)(=O)=O)cc3)c2C)n1C
 : 6, /, -12
COc1ccc(NC(=O)N2CCC3(CCCNC3)C2)c(C)c1 (configuration not stated)
 : 2, /, -2
c1ccc(Cc2nc(CNc3nncc(-c4cc5ccccc5o4)n3)cs2)cc1
 : -3, -9, -5
Cc1ccccc1Cn1c(C(=O)NCCc2ccccc2)cc2ccsc21
 : -1, -5, -9
CN(C)C(=O)c1ccc(NC(=O)CCc2ccco2)cc1
 : 3, /, -17
Cc1cccc(COC(CN2CCN(C(=O)c3cc4ccccc4s3)CC2)c2ccc(Cl)cc2)c1 (configuration not stated)
 : -6, 3, 5
O=C(c1ccc(Cl)cc1)N(CCN1CCOCC1)Cc1c(-c2ccccc2)noc1N1CCCC1
 : 9, -6, -3
Cn1c(=O)c2c(nc3n2CC(C(C)(C)C)=NN3Cc2ccccc2Cl)n(C)c1=O
 : 6, -7, -9
CN(CC1CCCN(CCc2ccccc2F)C1)C(=O)c1cccnc1 (configuration not stated)
 : 1, /, -5
Cc1cc(C(F)(F)F)nn1CC(=O)Nc1ccc(Br)cc1OC(F)(F)F
 : -7, -5, -3
O=C(NCc1ccnc(N2CCCC2)c1)N1CCc2ccccc2C1
 : 1, /, -15
O=c1cc(CCn2cccn2)nc(-c2ccc(CN3CCNCC3)cc2)[nH]1
 : -4, -16, -3
N#Cc1ccc(COc2cccc[n+]2[O-])cc1
 : 4, /, -6
CCC(Cn1ccnc1)NC(=O)c1cnn2ccccc12 (configuration not stated)
 : 1, 1, 0
N#CCc1ccc(OCC(=O)Nc2cc(Br)ccc2N2CCOCC2)cc1
 : 14, -17, -10
CSc1ccccc1OCc1cc(C(=O)N2CCc3sccc3C2)no1
 : 5&22, /, 0&-5
CC(NC(=O)c1ccc(C#N)cc1)C(c1cccs1)N1CCCC1 (configuration not stated)
 : 1, -9, -14
Cc1ccccc1C1(C(=O)NCC2COc3ccccc3O2)CCOCC1 (configuration not stated)
 : 8, /, -16
CN(CCCNC(=O)C1C[C@@H](O)CN1C(=O)OCc1ccccc1)c1ccccc1 (some centres not stated)
 : -10, -6, -5
Cc1ccc(-n2ncc3c(=O)n(NC(=O)c4ccco4)cnc32)cc1
 : 4, /, -11
COc1cc(Br)c(CCNC(=O)COc2cccc(F)c2)cc1OC
 : 2, /, -5
Cc1ccccc1C1CN(C(=O)NCc2ccc(O)c(F)c2)CCO1 (configuration not stated)
 : -1, /, -9
CCn1ccc(=O)n(Cc2cc(C)cc(C)c2)c1=O
 : 5, /, -3
CCNC(=S)N(Cc1ccccc1)Cc1c(-c2ccccc2)noc1N1CCC(C)CC1
 : 4, -5, -12

Structures listed so far that have a thiophene ring, fused or not:
Below each SMILES: NPYLR7 ag, mcGAS inh, hcGAS lum
CC(C)c1cc(C(=O)N2CCC(O)(CO)CC2)cs1
 : 5, /, -8
N#CCn1c(CN2CCC3CCCCC3C2)nc2scc(-c3ccccc3)c2c1=O (configuration not stated)
 : 5, /, -5
CC(NC(=O)C1(c2ccc(Br)cc2)CC1)c1cccs1 (configuration not stated)
 : 1, -17, -5
Cc1cc(C)n(CCNc2ncnc3sc(C)c(C)c23)c(=O)n1
 : 3, -16, -7
CC(N)=C(C#N)C(=O)COC(=O)c1cc2c(s1)CCC(C)C2 (configuration not stated)
 : 0, /, -6
O=C(c1cccs1)N(Cc1ccccc1Cl)CC1CC(c2ccccc2Cl)=NO1 (configuration not stated)
 : 3, -5, -3
COc1ccc(Cl)cc1NC(=O)CCC1CCCN(Cc2ccc(C)s2)C1 (configuration not stated)
 : 7, -11, -10
O=C1CC(Cc2ccc(C(=O)NCc3ccsc3)cc2)C(=O)N1 (configuration not stated)
 : 3, /, -8
Cc1ccccc1Cn1c(C(=O)NCCc2ccccc2)cc2ccsc21
 : -1, -5, -9
Cc1cccc(COC(CN2CCN(C(=O)c3cc4ccccc4s3)CC2)c2ccc(Cl)cc2)c1 (configuration not stated)
 : -6, 3, 5
CSc1ccccc1OCc1cc(C(=O)N2CCc3sccc3C2)no1
 : 5&22, /, 0&-5
CC(NC(=O)c1ccc(C#N)cc1)C(c1cccs1)N1CCCC1 (configuration not stated)
 : 1, -9, -14
